Source: PubChem BioAssay
ELG1 genotoxic: inducers of genotoxicity in HEK293T ELG1-luciferase cells; HEK293T ELG1-luciferase reporter, luminescence, 16 h; 1.3% of 330,000 active; Potency, µM (doses to about 46 µM), without a hit: at the highest dose activity change, positive = activation, most hits filed as activators; note: potency is the fitted concentration of half-maximal effect; % of control where 0% means no effect; nearly all actives have a fitted effect of over 60% in size
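HEK293T cells expressing luciferase-tagged ELG1 were exposed to compound or DMSO vehicle for 16 hr at 37 °C and 5% CO2. Luciferase activity was then measured with ONE-Glo after 30 min at room temperature.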
Tb PFK block: inhibitors of T. brucei phosphofructokinase; Potency, µM (doses to about 57.5 µM), without a hit: top-dose activity, negative = inhibition, most hits filed as inhibitors; O15648; T. brucei PFK, ADP-Glo luminescence; 0.17% of 330,000 active; AID 485367;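 note: potency is the fitted concentration of half-maximal effect; 0% = uninhibited 1x PFK enzyme wells and -100% = no-enzyme wells; nearly all actives have a fitted effect of over 60% in size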
Target sequence (O15648 whole entry, looked up): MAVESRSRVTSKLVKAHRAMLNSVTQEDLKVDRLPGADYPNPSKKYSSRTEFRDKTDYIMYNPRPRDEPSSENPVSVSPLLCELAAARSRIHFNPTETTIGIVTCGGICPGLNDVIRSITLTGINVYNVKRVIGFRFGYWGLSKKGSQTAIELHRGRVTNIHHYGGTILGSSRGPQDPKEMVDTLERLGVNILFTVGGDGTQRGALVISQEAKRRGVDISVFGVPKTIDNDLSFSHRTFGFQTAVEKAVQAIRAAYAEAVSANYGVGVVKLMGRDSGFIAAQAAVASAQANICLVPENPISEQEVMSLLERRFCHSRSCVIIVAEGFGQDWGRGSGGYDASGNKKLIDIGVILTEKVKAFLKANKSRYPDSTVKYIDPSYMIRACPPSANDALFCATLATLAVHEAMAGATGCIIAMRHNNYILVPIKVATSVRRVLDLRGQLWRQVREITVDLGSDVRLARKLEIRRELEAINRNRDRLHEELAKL
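Compounds were pin-transferred as a titration series up to 57 uM into substrate buffer (0.5 mM F6P, 0.1 mM ATP, pH 8.0), then 1.25 nM PFK was added and reactions ran 45 min before ADP-Glo detection.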
Gal4-VP16 FLuc: Gal4-VP16 reporter inhibition counter-screen; Drosophila S2 Gal4-VP16 UAS-luciferase, luminescence, 20 h; Potency, µM (doses to about 53.6 µM), for inactives: at the highest dose activity, negative = inhibition, actives largely listed as inhibitors; 3.5% of 310,000 active; AID 2546;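 note: Gal4-VP16 expression switched on by copper sulfate through the metallothionein promoter; potency is the fitted concentration of half-maximal effect; % is set by controls: 0 for no effect and ±100 for the full control effect; nearly all actives have a fitted effect of over 50% in size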
KCNH2 3.1 block: blocks the human KCNH2 3.1 channel isoform; activity change, % (tested at about 1.8 µM); 0.95% of 340,000 active; U2OS KCNH2 3.1, thallium flux FluxOr; active compounds read low;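 active = maximum activity change below -70%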;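 note: thallium influx rate constant from kinetic fluorescence after stimulation buffer; % is set by controls: 0 for no effect and ±100 for the full control effect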
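U2OS cells transduced with KCNH2 3.1 mutant virus (1.77 x 10^8 /mL, 4 h), plated overnight at 37 C, loaded 45 min with FluxOr dye plus Red40 quencher. Thallium flux rate constant from kinetic reads after stimulation buffer, normalised to controls.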
Rab9 promoter act: activators of Rab9 promoter; Huh7 Rab9 promoter-luciferase reporter, luminescence, 24 h; Potency, µM (series often up to 9.22 µM), for inactives: at the highest dose activation, negative = inhibition, hits mostly activators; 2.8% of 320,000 active; note: potency is the fitted concentration of half-maximal effect; % of control where 0% means no effect; nearly all actives have a fitted effect of over 60% in size
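Steps: seed 1500 Huh7 Rab9-luc cells per well, rest 2 h at 37 °C; add compound in DMSO; incubate 24 h; add luciferase reagent, 10 min ambient; read luminescence.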
RORgamma inh: ROR gamma (mouse) transcription inhibition. Drosophila S2 Gal4-RORgamma UAS-luciferase reporter, 20 h. 5.4% of 310,000 active. AID 2551. Potency, µM (titrated, usually from 53.6 µM), for inactives: at the highest dose activity change, negative = inhibition, usual class: inhibitors. P51450; note: potency is the fitted concentration of half-maximal effect; % is set by controls: 0 for no effect and ±100 for the full control effect; nearly all actives have a fitted effect of over 60% in size
Target sequence (P51450 whole entry, looked up, the tested form may be a part): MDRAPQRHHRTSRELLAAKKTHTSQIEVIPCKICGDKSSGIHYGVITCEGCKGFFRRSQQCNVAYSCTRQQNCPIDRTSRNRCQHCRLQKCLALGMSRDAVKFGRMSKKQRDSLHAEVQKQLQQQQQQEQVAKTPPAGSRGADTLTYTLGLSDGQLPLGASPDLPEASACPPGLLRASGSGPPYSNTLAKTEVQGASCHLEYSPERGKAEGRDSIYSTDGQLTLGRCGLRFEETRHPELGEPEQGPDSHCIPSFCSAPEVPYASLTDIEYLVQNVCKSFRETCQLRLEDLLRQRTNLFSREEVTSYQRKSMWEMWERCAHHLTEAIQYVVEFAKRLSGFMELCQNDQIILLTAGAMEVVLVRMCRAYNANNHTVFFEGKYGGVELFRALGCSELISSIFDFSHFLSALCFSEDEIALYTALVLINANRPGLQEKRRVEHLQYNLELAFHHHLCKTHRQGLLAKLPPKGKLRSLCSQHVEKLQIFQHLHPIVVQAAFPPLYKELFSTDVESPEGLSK
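Luciferase reporter read in Schneider cells carrying Gal4-RORγ (mouse) and UAS-Photinus luciferase; cells given compound 1 h before 700 uM copper sulfate induction, then incubated 20 h at ambient temperature.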
NPC1 promoter act: activators of NPC1 promoter. Huh7 NPC1 promoter luciferase reporter, 24 h. AID 485313. 2.4% of 320,000 active. Potency, µM (top dose mostly 9.22 µM), for inactives: top-dose activation, actives largely listed as activators;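 note: potency is the fitted concentration of half-maximal effect; % of control where 0% means no effect; nearly all actives have a fitted effect of over 60% in size; reporter is driven by a mutant NPC1 promoter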
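Luminescence from an NPC1 promoter-driven luciferase reporter in stably transfected Huh7 cells was measured after 24 h compound treatment at 37 °C, followed by 10 min ambient incubation with luciferase detection reagent.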
* = called active by the depositor; x = no result given; [ ] = dose if it differs, or a comment. Unless noted, calls come from the whole dose curve; as a rule, active = well fitted curve in the direction sought with a large enough effect; inconclusive = small, poorly fitted or top-dose-only effect, or another doubt; inactive = no such curve, though single readings can be large; an effect the other way counts as inactive or inconclusive. Only part of the results is shown (hit frequency here may not be typical).

Structure	ELG1 genotoxic	Tb PFK block	Gal4-VP16 FLuc	KCNH2 3.1 block	Rab9 promoter act	RORgamma inh	NPC1 promoter act
Cn1c(N)c(C(=O)N2CCN(c3ccccc3)CC2)c(=O)n(C)c1=O	x	x	x	7.5	x	x	x
Cn1c(SCC(=O)N2CCCC2)nc2c(c1=O)SCC2	x	x	x	2.8	x	x	x
Cn1c(=O)c2c(-c3ccccc3)n(-c3ccccc3)cc2n(C)c1=O	x	x	x	14.0	x	x	x
O=C1OCCC1=COCCCCOC=C1CCOC1=O	x	x	x	5.7	x	x	x
O=C(OCCOc1ccccc1)c1cc(S(=O)(=O)N2CCOCC2)c(Cl)cc1Cl	x	x	x	-3.7	x	x	x
CN(C)C(=O)/N=N/C(=O)N(C)C	x	x	x	x	-6.4%[46.1 µM]	x	6.5%[46.1 µM]
Cc1ccc(C(=O)O[C@H](C(=O)O)[C@@H](OC(=O)c2ccc(C)cc2)C(=O)O)cc1 (tested in a mixture with another compound)	x	x	x	x	0.6%[46.1 µM]	x	1.5%[46.1 µM]
C[C@H]1CC2C3CCC4=CC(=O)C=C[C@]4(C)[C@@]3(Cl)[C@@H](O)C[C@]2(C)[C@@]1(O)C(=O)CO (some centres undefined)	x	x	x	x	-1.8%[46.1 µM]	x	2.9%[46.1 µM]
OCC1O[C@H](O)C(Cl)C(O)C1O (some centres undefined)	x	x	x	x	5.5%[46.1 µM]	x	3.9%[46.1 µM]
N[C@H](C(=O)O)[C@H]1C[C@@H]1C(=O)O	x	x	x	x	-1.8%[46.1 µM]	x	4.8%[46.1 µM]

Five entries drawn at random from those above, as already listed:
Structure	ELG1 genotoxic	Tb PFK block	Gal4-VP16 FLuc	KCNH2 3.1 block	Rab9 promoter act	RORgamma inh	NPC1 promoter act
N[C@H](C(=O)O)[C@H]1C[C@@H]1C(=O)O	x	x	x	x	-1.8%[46.1 µM]	x	4.8%[46.1 µM]
O=C(OCCOc1ccccc1)c1cc(S(=O)(=O)N2CCOCC2)c(Cl)cc1Cl	x	x	x	-3.7	x	x	x
C[C@H]1CC2C3CCC4=CC(=O)C=C[C@]4(C)[C@@]3(Cl)[C@@H](O)C[C@]2(C)[C@@]1(O)C(=O)CO (some centres undefined)	x	x	x	x	-1.8%[46.1 µM]	x	2.9%[46.1 µM]
CN(C)C(=O)/N=N/C(=O)N(C)C	x	x	x	x	-6.4%[46.1 µM]	x	6.5%[46.1 µM]
OCC1O[C@H](O)C(Cl)C(O)C1O (some centres undefined)	x	x	x	x	5.5%[46.1 µM]	x	3.9%[46.1 µM]

Next compounds.
Structure	ELG1 genotoxic	Tb PFK block	Gal4-VP16 FLuc	KCNH2 3.1 block	Rab9 promoter act	RORgamma inh	NPC1 promoter act
CCCn1c(=O)c2[nH]c(-c3ccc(OCC(=O)NCCN)cc3)nc2n(CCC)c1=O	x	x	x	x	2.5%[46.1 µM]	x	4.3%[46.1 µM]
Cc1cccc(C)c1NC(=O)C(C)N (centres undefined)	x	x	x	x	-5.8%[46.1 µM]	x	3.1%[46.1 µM]
CCCC(=O)NCCc1c2n(c3ccc(OC)cc13)CCCc1ccccc1-2	x	x	x	x	-19.4%[46.1 µM]	x	-5.9%[46.1 µM]
O=C(O)C1CCNCC1	x	x	x	x	-1.9%[46.1 µM]	x	4.2%[46.1 µM]
CCCCCCCCCC[Si](C)(C)CCC(=O)NC(Cc1ccc(C)cc1)c1ccccc1 (centres undefined)	x	x	x	x	-0.5%[46.1 µM]	x	1.8%[46.1 µM]
CCN1C(=O)C=CC1=O	x	x	x	x	-2.3%[46.1 µM]	x	1.7%[46.1 µM]
O=c1[nH]c2cc(Cl)ccc2c(O)c1-c1ccc(Oc2ccccc2)cc1	x	x	x	x	-6.5%[46.1 µM]	x	-5.3%[46.1 µM]
CC(N)=NCCCC[C@@H](N)C(=O)O	x	x	x	x	3.1%[46.1 µM]	x	-1.3%[46.1 µM]
O=C(O)CCC(=O)N1CCCC1C(=O)O (centres undefined)	x	x	x	x	-4.4%[46.1 µM]	x	1.7%[46.1 µM]
Nc1ncnc2c1nc(Sc1ccc(Cl)cc1)n2[C@H]1OC2COP(=O)(O)O[C@@H]2C1O (some centres undefined)	x	x	x	x	2.3%[46.1 µM]	x	4.5%[46.1 µM]

Next entries.
Structure	ELG1 genotoxic	Tb PFK block	Gal4-VP16 FLuc	KCNH2 3.1 block	Rab9 promoter act	RORgamma inh	NPC1 promoter act
CCCCCCCCCCCCCCCC(=O)NCC(COP(=O)([O-])OCC[N+](C)(C)C)OCC (centres undefined)	x	x	x	x	-3.9%[46.1 µM]	x	-12.3%[46.1 µM]
C=CCc1cccc(C=NNC(=O)CN2CCN(Cc3ccccc3)CC2)c1O	x	x	x	x	-32.9%[inhibitor][46.1 µM]	x	-13.5%[46.1 µM]
N#C/C(=C\c1ccc(-c2cc(Cl)ccc2Cl)o1)C(=O)Nc1cccc2ncccc12	x	x	x	x	-17.0%[46.1 µM]	x	-5.0%[46.1 µM]
Nc1nc2c(nc(Br)n2C2OC3COP(=O)(O)O[C@@H]3C2O)c(=O)[nH]1 (some centres undefined)	x	x	x	x	1.9%[46.1 µM]	x	-3.9%[46.1 µM]
O=C(O)CC1CCCc2ccccc2C1O (centres undefined)	x	x	x	x	-9.8%[46.1 µM]	x	-1.3%[46.1 µM]
NC(=O)C1=CN(C2OC(COP(=O)(O)OP(=O)(O)OC[C@H]3O[C@@H](n4cnc5c(N)ncnc54)[C@H](OP(=O)(O)O)[C@@H]3O)C(O)C2O)C=CC1 (some centres undefined)	x	x	x	x	0.1%[46.1 µM]	x	4.7%[46.1 µM]
O=c1cc(O)cc(/C=C/c2ccc(O)c(O)c2)o1	x	x	x	x	-1.0%[46.1 µM]	x	1.5%[46.1 µM]
O=c1ccn([C@@H]2O[C@H](COP(=O)(O)OP(=O)(O)O)[C@@H](O)[C@H]2O)c(=O)[nH]1	x	x	x	x	4.0%[46.1 µM]	x	-4.3%[46.1 µM]
CC(C)ON([C@@H](C(=O)NO)C(C)C)S(=O)(=O)c1ccc(-c2ccccc2)cc1	x	x	x	x	-35.4%[inhibitor][46.1 µM]	x	-14.5%[46.1 µM]
O=C(O)CC1CC(c2ccccc2)=NO1 (centres undefined)	x	x	x	x	3.6%[46.1 µM]	x	8.9%[46.1 µM]

(cont.)
Structure	ELG1 genotoxic	Tb PFK block	Gal4-VP16 FLuc	KCNH2 3.1 block	Rab9 promoter act	RORgamma inh	NPC1 promoter act
Cc1nc(N=Nc2ccc(C(=O)O)cc2)c(COP(=O)(O)O)c(C=O)c1O	x	x	x	x	1.1%[46.1 µM]	x	-1.6%[46.1 µM]
Nc1nc2[nH]c(=O)cnc2c(=O)[nH]1	x	x	x	x	-0.5%[46.1 µM]	x	-0.5%[46.1 µM]
O=C(O)/C(=C/c1c(C(=O)O)[nH]c2cc(Cl)cc(Cl)c12)c1ccccc1	x	x	x	x	-13.2%[46.1 µM]	x	10.3%[46.1 µM]
CC(=O)O[C@H]1C(=O)[C@@]2(C)C([C@H](OC(=O)c3ccccc3)[C@]3(O)C[C@H](OC(=O)[C@H](O)[C@@H](NC(=O)c4ccccc4)c4ccccc4)C(C)=C1C3(C)C)[C@]1(OC(C)=O)CO[C@@H]1C[C@@H]2O (some centres undefined)	x	x	x	x	-27.3%[46.1 µM]	x	-22.1%[46.1 µM]
CN1CCC2(CCN3CCc4c(oc5ccccc45)C3C2)N(C)C1=O (centres undefined)	x	x	x	x	-22.9%[46.1 µM]	x	-15.8%[46.1 µM]
CCCCCCCCCCCCCCCCCCNC(=O)OCC(COP(=O)([O-])OCC[n+]1ccsc1)OC (centres undefined)	x	x	x	x	-2.5%[46.1 µM]	x	-2.7%[46.1 µM]
CCCCCN(C)CCC(O)(P(=O)(O)O)P(=O)(O)O	x	x	0.0%	x	2.2%[46.1 µM]	-8.3%	0.0%[46.1 µM]
CC(C)(C)c1ccc(C(=O)CCCN2CCC(OC(c3ccccc3)c3ccccc3)CC2)cc1	x	x	11.2µM*	x	-42.4%[inhibitor][46.1 µM]	0.2%[10 µM]	-41.9%[inhibitor][46.1 µM]
CNC1(C)C2CCC(C2)C1(C)C (centres undefined)	x	x	-9.1%	x	-2.4%[46.1 µM]	1.9%[10 µM]	5.1%[46.1 µM]
Cc1ccccc1CNc1ncnc2c1ncn2C1OC(CO)C(O)C1O (centres undefined)	x	x	2.8%	x	0.3%[46.1 µM]	-5.3%	7.9%[46.1 µM]

Next part.
Structure	ELG1 genotoxic	Tb PFK block	Gal4-VP16 FLuc	KCNH2 3.1 block	Rab9 promoter act	RORgamma inh	NPC1 promoter act
COc1cc2c(cc1OC)C(Cc1ccc(O)c(Oc3ccc(C[C@H]4c5cc(OC)c(OC)cc5CCN4C)cc3)c1)N(C)CC2 (some centres undefined)	-3.4%	-0.2%	x	x	x	x	x
CC(=O)OC[C@]12CC[C@H]3[C@@](C)(CC[C@H]4C(C)(C)CCC[C@]34C)[C@@H]1C[C@@H](C1=CC(=O)O[C@@H]1OC(C)=O)O2	-3.1%	-3.2%	x	x	x	x	x
Cc1ccc2c(=O)n3c(nc2c1)C(Cc1ccc(O)cc1)NC(=O)c1ccc(Cl)cc1-3 (centres undefined)	-0.4%	1.7%	x	x	x	x	x
Cc1ccc2c(c1)-n1c(nc3ccccc3c1=O)C(CC(C)C)NC2=O (centres undefined)	3.1%	5.2%	x	x	x	x	x
O=C1NC(Cc2ccc(O)cc2)c2nc3ccc(Cl)cc3c(=O)n2-c2ccccc21 (centres undefined)	-0.1%	5.3%	x	x	x	x	x
O=C(NNS(=O)(=O)c1c(F)cc(F)c(Cl)c1F)C12CC3CC(CC(C3)C1)C2	-1.0%	-2.2%	x	x	x	x	x
CC1(C)CC[C@@]2(C(=O)O)C(C1)C1=CCC3[C@@]4(C)CC[C@H](O)C(C)(C)C4CC[C@@]3(C)[C@]1(C)C[C@H]2O (some centres undefined)	0.0%	7.6%	x	x	x	x	x
Cc1ccc2c(=O)n3c(nc2c1)C(CC(C)C)NC(=O)c1ccc(Cl)cc1-3 (centres undefined)	0.9%	7.8%	x	x	x	x	x
Cc1ccc2c(c1)-n1c(nc3cc(Cl)ccc3c1=O)C(CC(C)C)NC2=O (centres undefined)	0.7%	2.4%	x	x	x	x	x
Cc1ccc2c(c1)-n1c(nc3cc(F)ccc3c1=O)C(Cc1ccc(O)cc1)NC2=O (centres undefined)	1.6%	0.3%	x	x	x	x	x
COc1ccc2nc3n(c(=O)c2c1)-c1ccccc1C(=O)NC3Cc1ccccc1 (centres undefined)	1.1%	0.7%	x	x	x	x	x
COc1ccc2nc3n(c(=O)c2c1)-c1ccc(Cl)cc1C(=O)NC3Cc1ccccc1 (centres undefined)	1.8%	0.1%	x	x	x	x	x
